Bioassay records deposited in PubChem by several laboratories.
RmlCD inh 1536: blocks M. tuberculosis RmlC and RmlD coupled enzymes. RmlC+RmlD coupled enzyme assay, percent inhibition; primary screen in compound mixtures. inhibition, % at 3.6 µM. 0.03% of 160,000 active; in the data active means inhibition mostly above about 34%, no sharp cut-off; inconclusive means no clear call, values can overlap the other calls; inactive means mostly below about 22%; further: some results filed as inactive read as strong as hits
Target sequence (P9WH09 whole entry, looked up): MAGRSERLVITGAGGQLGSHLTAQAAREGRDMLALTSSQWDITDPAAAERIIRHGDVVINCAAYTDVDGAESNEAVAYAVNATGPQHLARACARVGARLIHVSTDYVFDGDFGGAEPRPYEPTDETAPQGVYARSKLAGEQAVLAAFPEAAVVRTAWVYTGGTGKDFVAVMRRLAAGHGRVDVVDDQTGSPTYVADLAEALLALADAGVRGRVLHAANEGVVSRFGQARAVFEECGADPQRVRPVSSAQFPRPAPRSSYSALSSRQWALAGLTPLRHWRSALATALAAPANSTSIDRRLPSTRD
Target sequence (P9WH11 whole entry, looked up): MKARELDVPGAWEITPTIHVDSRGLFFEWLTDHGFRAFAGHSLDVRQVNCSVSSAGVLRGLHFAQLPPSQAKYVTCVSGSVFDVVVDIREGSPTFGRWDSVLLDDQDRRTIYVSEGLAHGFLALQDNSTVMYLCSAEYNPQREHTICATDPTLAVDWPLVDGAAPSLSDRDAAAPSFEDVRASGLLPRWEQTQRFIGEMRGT
M. tuberculosis GlmU: inhibition of mycobacterial GlmU enzyme – biochemical, glucosamine-1-phosphate acetyltransferase (AID 1376); M. tuberculosis GlmU acetyltransferase enzyme assay; higher % means a stronger effect; inhibition, %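 (tested at 30 µM in the primary screen)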, or IC50 in µM where a hit was titrated; 0.25% of 220,000 active; in the data active means inhibition above about 13%; inconclusive means no clear call, values can overlap the other calls;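 further: 0% = complete reaction with vehicle and 100% = reaction without substrate; strong numbers were not always called active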
* marks the source's active call; other numbers are inactive results; ? = inconclusive; . = no result given; & = joins results of further samples. Some of the compounds tested; the hit share may differ from the screen's.

SMILES | RmlCD inh 1536 | M. tuberculosis GlmU
CCOc1ccc(/C=N/NC(=O)C(OC)c2ccccc2)cc1 (configuration not stated) | . | 3.7%
COc1ccc(-c2csc(NC(CO)c3nc4ccccc4n3CCOCCO)n2)cc1 (configuration not stated) | . | 2.5%
CC(=O)N(CN1C(=O)C2C3C=CC(C3)C2C1=O)c1cccc(Cl)c1 (configuration not stated) | 7 | 0.1%
COc1ccc(OC)c2c1C(=O)c1ccccc1C2=O | -14 | 1.2%
CCOC(=O)C(NC(C)=O)C(OC(C)=O)c1cccc(N(CCCl)CCCl)c1 (configuration not stated) | . | 1.6%
CN1C(=O)CC(C(=O)O)SC1=Nc1ccc(F)cc1 (configuration not stated) | . | -0.4%
CC(=O)Nc1sc(/C(C#N)=C/c2ccc(Cl)c(Cl)c2)nc1-c1ccc(C)cc1 | 75* | -0.5%
CCn1c(SCC(=O)NCC2CCCO2)nnc1-c1ccc(S(=O)(=O)N2CCN(C)CC2)cc1 (configuration not stated) | . | 0.6%
Cc1ccc(C(=O)NCC(=O)OCC(=O)Nc2ccccc2[N+](=O)[O-])cc1 | 5 | 7.0%
COc1ccc(C(=O)NC(CC(=O)O)c2cc([N+](=O)[O-])ccc2Cl)c(SC)c1 (configuration not stated) | 24 | 0.0%
O=C(COC(=O)c1ccccc1C(=O)N1CCN(c2ccccc2)CC1)Nc1ccccc1 | 7 | -2.8%
CCCC(=O)N(CCc1ccccc1)Cc1nc2ccccc2c(=O)[nH]1 | . | 3.3%
Cc1cc(NC(=O)CSc2nc3ccccc3c(=O)n2CCCC(=O)NCc2ccccc2)n[nH]1 | 0 | -3.0%
COc1ccc(Nc2nc(NCCO)nc(N3CCCC3)n2)cc1 | . | -0.2%
COC(=O)C1=C(c2cc3ccccc3o2)C[C@@H]2CC[C@H]1N2C(=O)NCc1ccccc1 | . | 3.5%
O=c1nc(/C=C/c2cc([N+](=O)[O-])ccc2Cl)cc(C(F)(F)F)[nH]1 | . | 4.7%
CCCCN(CC)CCNC(=O)CNC(=O)Cn1ccc2ccccc2c1=O | -6 | -1.4%
Cc1ccc(NC(=O)COC(=O)CCOc2ccccc2C)cc1 | 6 | -2.1%
O=C(COC(=O)/C=C/c1ccc(F)cc1)Nc1cccc(S(=O)(=O)N2CCCC2)c1 | 0 | -1.9%
Cn1c(=O)[nH]c(=O)c2c1nc([N+](=O)[O-])n2Cc1ccccc1 | 13 | 5.7%
O=C(O)c1cc(-c2ccc(/C=C3/SC(=S)N(Cc4ccccc4)C3=O)o2)ccc1Cl | 3 | 17%
C/C(=N/NC(=O)CN1CCN(Cc2ccccc2)CC1)c1ccc([N+](=O)[O-])cc1 | 7 | -6.5%
Cc1ccc(-c2csc3ncnc(-n4nc(C)cc4N)c23)cc1 | 20 | 1.4%
CCOC(=O)C1CCN(C(=O)c2ccccc2NC(C)=O)CC1 | 15 | -5.4%
c1ccc(N2CCN(c3nc4cc5c(cc4s3)OCCO5)CC2)cc1 | 100 | 1.4%

Next part:
SMILES | RmlCD inh 1536 | M. tuberculosis GlmU
COc1cccc(-c2nc(-c3ccccc3)[nH]c(=O)c2C#N)c1 | -1 | .
O=[N+]([O-])c1cc2c(c(CSc3nnnn3-c3ccc(O)cc3)c1)OCOC2 | 61 | -4.1%
CC1C/C(=N/NC(=O)c2cccs2)CC(C)(C)C1 (configuration not stated) | . | -4.0%
CCc1[nH]nc2c1C(c1ccc(Br)s1)C(C#N)=C(N)O2 (configuration not stated) | . | 2.3%
COc1ccc(C(=O)Nc2cc3c(oc2=O)CCCC3=O)cc1 | -5 | 6.1%
Cc1ccc(N(CC(=O)Nc2c(C)n(C)n(-c3ccccc3)c2=O)S(C)(=O)=O)c(C)c1 | . | 9.4%
COc1cccc(C(=O)OCCN(C)C(C)(C)C)c1 | -5 | .
C=C(C)CNC(=S)NNC(=O)c1ccncc1 | -3 | 2.5%
COc1ccc(C2C(C(C)=O)=C(O)C(=O)N2c2nccs2)cc1 (configuration not stated) | 81 | 7.1%
CC(C)C(OC(=O)c1cccc(S(=O)(=O)NCC(F)(F)F)c1)C(=O)NC(N)=O (configuration not stated) | -10 | -4.4%
Nc1cc(=O)[nH]c(SCC(=O)N2CCc3ccccc3C2)n1 | 7 | 0.2%
CCc1cc(CNC(=O)CC2C(=O)NCCN2Cc2c(F)cccc2Cl)on1 (configuration not stated) | . | 6.4%
CS(=O)(=O)N(CC(=O)NCc1ccncc1)c1cc(Cl)ccc1Cl | 3 | 1.1%
CN(C)S(=O)(=O)c1ccc(C(=O)Nc2cc(S(=O)(=O)Nc3ccccc3Cl)ccc2N2CCCCC2)cc1 | -1 | -3.6%
Cc1ccc([N+](=O)[O-])cc1NC(=O)C(Sc1ccccc1)c1ccccc1 (configuration not stated) | . | -3.5%
Cc1ccccc1N1CCN(C2=NC(=O)/C(=C/c3cn[nH]c3-c3ccccc3)S2)CC1 | -6 | -1.8%
CCN1CCN(C(=O)c2ccccc2NS(=O)(=O)c2ccc(Cl)cc2)CC1 | 0 | 5.0%
O=C(CSc1ccc2nnc(CCNS(=O)(=O)c3ccccc3)n2n1)Nc1nc2ccccc2s1 | -3 | 3.5%
Cc1cccc(CC2CC(=O)N(c3ncccn3)C2=O)c1 (configuration not stated) | 7 | 3.8%
O=C(N/N=C/c1ccc[nH]1)c1ccc(Cl)cc1 | 0 | 3.2%
COC(=O)C1=C(C)N(CCc2c[nH]c3ccccc23)C(=O)C1 | 7 | 1.0%
Cc1[nH]n(-c2ncc(-c3ccc(Cl)cc3)s2)c(=O)c1C(c1ccc(Cl)cc1)C(C#N)C#N (configuration not stated) | -10 | 3.9%
CCCC(=O)Nc1ccc(NC(=O)c2ccco2)cn1 | 25 | 6.4%
CCOc1ccc(C2CC(c3ccc(OC)cc3)n3ncnc3N2)cc1 (configuration not stated) | -2 | 2.6%
COc1cccc(/C=C/C(=C2/C(=O)N(c3ccccc3)N=C2C)c2ccccc2)c1OC | . | -5.6%

Later entries
SMILES | RmlCD inh 1536 | M. tuberculosis GlmU
C#CCOC(=O)C[N+](C)(C)C/C=C/c1ccccc1 | 5 | -8.8%
CCOc1ccc(NC(=O)CN2CCN(S(=O)(=O)c3ccc(Cl)cc3)CC2)cc1 | 105 | -2.6%
O=C1c2cccc3cccc(c23)C(=O)N1CCN1CCN(CC(O)COc2ccccc2)CC1 (configuration not stated) | ? | -3.2%
O=C1N/C(=N/NC(=O)c2cccc3ccccc23)S/C1=C\c1ccccc1OCc1ccccc1 | . | 0.9%
CC1CN(S(=O)(=O)c2cccc(C(=O)OCc3cc(=O)oc4cc(O)ccc34)c2)CC(C)O1 (configuration not stated) | 64* | 4.5%
CC(C)n1c2ccccc2c2nc3ccccc3nc21 | . | -1.2%
O=C(Oc1ccc(C(=S)N2CCOCC2)cc1)c1ccccc1 | -8 | 0.0%
O=C(O)C1CCCCC1C(=O)Nc1cccc(Cl)c1Cl (configuration not stated) | 6 | -0.3%
COc1ccc(CNC(=O)CCNS(=O)(=O)c2cccc3nsnc23)cc1 | -7 | 1.3%
COc1cccc(CCNC(=O)CC2C(=O)NCCN2CC(C)(C)C)c1 (configuration not stated) | -12 | 4.1%
CCN1CCN(S(=O)(=O)c2ccc3ccccc3c2)CC1 | . | -0.8%
Cc1cc(C)nc(/N=C(\N)N(Cc2ccccc2)Cc2ccccc2)n1 | 8 | -1.1%
Cc1ccc(N(C(=O)c2ccc(S(=O)(=O)N(C)C)cc2)C2C=CS(=O)(=O)C2)cc1 (configuration not stated) | -6 | -10%
O=C(Cc1ccccc1)Nc1nnc(-c2ccco2)o1 | -12 | 3.0%
COc1ccccc1NC(=O)Nc1ccc(C(N)=O)cc1 | -2 | 1.5%
Cc1csc(NC(=O)CSc2nnc(CCNC(=O)c3ccc(Cl)c(Cl)c3)n2C)n1 | 1 | 4.6%
O=C(CCc1nc2ccccc2c(=O)[nH]1)OCc1nnc(-c2ccccc2)o1 | 7 | -0.7%
CCc1nnc(NC(=O)c2ccc(-c3cccc(C(F)(F)F)c3)o2)s1 | -2 | 0.6%
N/C(=N\NS(=O)(=O)c1ccccc1C(F)(F)F)c1ccccn1 | . | -2.5%
CSCc1ccc(C(=O)NCc2ccc(C)cc2)cc1 | . | -0.5%
Cn1cnnc1SCC(=O)Nc1ccc(Br)cc1F | -12 | -1.5%
CCN1C(=O)C(C)S/C1=N\S(=O)(=O)c1ccc(F)cc1 (configuration not stated) | -1 | -4.5%
COc1cc2c(cc1OC)C1(NCC2)C(=O)Nc2ccccc21 (configuration not stated) | . | 2.0%
CCOC(=O)/C(C#N)=C\c1ccc2c(c1)OCO2 | . | 3.1%
COCCOC(=O)C1=C(C)NC2=C(C(=O)CC(C)(C)C2)C1c1cc2c(cc1Br)OCO2 (configuration not stated) | . | 6.5%&7.0%

The results go on:
SMILES | RmlCD inh 1536 | M. tuberculosis GlmU
COc1cc(OC)c(NC(=O)Cn2cccc2)cc1Cl | -5 | -1.1%
O=C(Nc1cccc(C(F)(F)F)c1)C1(c2ccccc2)CC1 | . | 1.6%
O=C1CN=C(c2ccccc2F)c2cc(Cl)ccc2N1 | . | 1.1%
C/[N+]([O-])=C\C1C(=O)CC(C)(C)CC1=O | 8 | -5.6%
COC(=O)Cc1cc(=O)n2[nH]cnc2n1 | . | -1.8%
COc1ccc(S(=O)(=O)N2CCOCC2)cc1NC(=O)COC(=O)c1ccc(C)s1 | 15 | 0.7%
CCc1ccccc1N(C)S(=O)(=O)c1ccc2[nH]cc(C(=O)N3CCc4ccccc43)c(=O)c2c1 | . | -0.7%
CSc1ccc(S(=O)(=O)NC2CCCCCC2)cc1 | 4 | 5.8%
Cc1ccc(-n2ncc3c(NCc4ccc5c(c4)OCO5)ncnc32)c(C)c1 | -11 | -0.8%
O=C(Nc1ccc(F)cc1F)NC1CC1 | 4 | -0.1%
COC(=O)c1ccc(Cl)c(NC(C)=O)c1 | -4 | 3.5%
COc1cc(NS(=O)(=O)c2ccc(NC(=O)c3ccco3)cc2)nc(OC)n1 | . | 3.8%
COc1ccc(C(=O)Nc2nc(-c3ccc(OC)cc3)c(-c3ccc([N+](=O)[O-])cc3)s2)cc1 | . | -1.3%
Cc1cccc(OCCCSc2nc3ccccc3[nH]2)c1 | 10 | 1.2%
Cc1c(OCc2ccccc2)c(=O)ccn1Cc1ccccc1 | -5 | 2.8%
CCSc1nnc(NC(=O)CSc2nc3c(c(=O)n2CC)SC(C)C3)s1 (configuration not stated) | -2 | .
S=c1[nH]nc(-c2ccncc2)n1/N=C/c1cccc(Cl)c1 | 6 | 3.4%
Cc1ccc(C(=O)Nc2ccc3c4c(cccc24)CC3)cc1[N+](=O)[O-] | 3 | -1.7%
O=C(O)CC1=C(Nc2ccccc2)C(=O)N(c2ccccc2)C1c1ccc(F)cc1 (configuration not stated) | -9 | -4.1%
Cc1ccc(N2C(=O)CCC2(C(N)=O)c2ccccc2)cc1 (configuration not stated) | 8 | 3.0%
O=C(CN(Cc1cccs1)C(=O)CNC(=O)c1ccco1)NC1CCCCC1 | . | 0.0%
Cc1ccc(S(=O)(=O)NC(CC(=O)O)c2ccccc2)cc1 (configuration not stated) | . | 2.3%
Cn1c(CSc2nc3ccccc3s2)nc2ccccc21 | 26 | 4.2%
Cc1ccc(Cn2nnc3c(=O)[nH]c(C4CCCN(C(=O)Nc5ccc(F)cc5)C4)nc32)cc1 (configuration not stated) | 5 | 2.0%
CCOC(=O)c1cc2c(ccn2-c2ccc(F)cc2)n1CC(=O)N(CC)CC | 4 | 2.5%

14 entries from above, arranged by SMILES length, smallest number first.
SMILES | RmlCD inh 1536 | M. tuberculosis GlmU
O=C(Nc1ccc(F)cc1F)NC1CC1 | 4 | -0.1%
CSc1ccc(S(=O)(=O)NC2CCCCCC2)cc1 | 4 | 5.8%
COc1cc(OC)c(NC(=O)Cn2cccc2)cc1Cl | -5 | -1.1%
O=C1CN=C(c2ccccc2F)c2cc(Cl)ccc2N1 | . | 1.1%
Cc1c(OCc2ccccc2)c(=O)ccn1Cc1ccccc1 | -5 | 2.8%
C/[N+]([O-])=C\C1C(=O)CC(C)(C)CC1=O | 8 | -5.6%
Cc1ccc(N2C(=O)CCC2(C(N)=O)c2ccccc2)cc1 (configuration not stated) | 8 | 3.0%
O=C(Nc1cccc(C(F)(F)F)c1)C1(c2ccccc2)CC1 | . | 1.6%
CCSc1nnc(NC(=O)CSc2nc3c(c(=O)n2CC)SC(C)C3)s1 (configuration not stated) | -2 | .
Cc1ccc(-n2ncc3c(NCc4ccc5c(c4)OCO5)ncnc32)c(C)c1 | -11 | -0.8%
COc1cc(NS(=O)(=O)c2ccc(NC(=O)c3ccco3)cc2)nc(OC)n1 | . | 3.8%
O=C(O)CC1=C(Nc2ccccc2)C(=O)N(c2ccccc2)C1c1ccc(F)cc1 (configuration not stated) | -9 | -4.1%
COc1ccc(S(=O)(=O)N2CCOCC2)cc1NC(=O)COC(=O)c1ccc(C)s1 | 15 | 0.7%
CCc1ccccc1N(C)S(=O)(=O)c1ccc2[nH]cc(C(=O)N3CCc4ccccc43)c(=O)c2c1 | . | -0.7%

New compounds follow.
SMILES | RmlCD inh 1536 | M. tuberculosis GlmU
COc1cccc(C(C(=O)NC(C)(C)C)N(CC(C)C)C(=O)CCC(=O)Nc2cc(C)on2)c1OC (configuration not stated) | 3 | -0.6%
CCCCN(CCCC)S(=O)(=O)c1ccc2oc(C(=O)N3CCOCC3)c(C)c2c1 | . | -0.9%
O=C(NC1CCCCC1)N(Cc1ccccc1)Cc1ccco1 | . | 7.1%
COc1ccc(-c2cc(C(F)F)n3ncc(C(=O)N4CCc5ccccc5C4)c3n2)cc1 | 2 | 5.5%
Cc1ccccc1C(=O)NNC(=O)C(C)N1C(=O)c2ccccc2C1=O (configuration not stated) | -8 | 0.8%
CCCc1[nH]nc2c1C(c1ccc(OC)c(CSC3=NCCS3)c1)C(C#N)=C(N)O2 (configuration not stated) | -2 | 1.3%
